A549 tox: kills or reduces viability of A549 cells in Nrf2 counter-screen | A549 ARE-Fluc cells, CellTiter-Fluor viability, 18-24 h | Potency, µM (top dose mostly 46 µM), without a hit: top-dose activity change, negative = cytotoxicity, actives largely listed as inhibitors | 390,000 compounds, 0.16% hits; note: potency is the fitted concentration of half-maximal effect; % is set by controls: 0 for no effect and ±100 for the full control effect
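A549 ARE-Fluc cells in 5% FBS OPTI-MEM, 5000 cells/well, rested 2 h then exposed to compounds in concentration-response for 18-24 h at 37 °C. Viability by CellTiter-Fluor fluorescence (Ex 405/Em 525) after 30 min; luciferase luminescence (BugLite, 15 min, RT) read afterwards.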
IL-1B inflam inh: blocks inflammasome-driven IL-1 beta release. THP-1 LPS/ATP IL-1B secretion, AlphaLISA, 16 h; stronger effect = lower value. activity change, % at 57.5 µM. 360,000 compounds, 4.7% hits. AID 743279; in the data active = activity change below about -50%; inconclusive = mostly about -30% to -49%; note: % is set by controls: 0 for no effect and ±100 for the full control effect
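THP-1 cells pretreated 1 hr with compounds (up to 57.5 uM final), then stimulated with LPS (250 ng/mL final) plus ATP (1.25 mM final); secreted IL-1B measured by AlphaLISA after 16 hr, decreased signal indicating inhibition.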
Nrf2 activator: activates Nrf2 signaling. AREc32 ARE-luciferase reporter (MCF7-derived line), luminescence, 24 h. Potency, µM (series often up to 46.1 µM), inactives show at the top dose activation, actives largely listed as activators. 410,000 compounds, 0.31% hits; note: potency is the fitted concentration of half-maximal effect; % of control where 0% means no effect; nearly all actives have a fitted effect of over 65% in size
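ARE-driven firefly luciferase activity in AREc32 cells measured after a 24 hr compound exposure at 37 deg C, using Steady-Glo reagent and a 30 min room-temperature hold.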
HepG2 tox: counter-screen for TGF-b inhibitors: cytotoxicity in HepG2 cells | Potency, µM (titrated, usually from 46.1 µM), without a hit: at the top dose activity change, negative = cytotoxicity, usual class: cytotoxic | HepG2 CAGA-GFP viability, ATP luminescence, 18 h | 410,000 compounds, 0.76% hits; note: potency is the fitted concentration of half-maximal effect; some results filed as inactive show a strong effect at the top dose
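CellTiter-Glo luminescence gave cytotoxicity after 18 hours at 37 degrees C. The cells were HepG2 CAGA-GFP in 1% FBS DMEM, stimulated with 500 pg/mL TGF-beta after compound addition. %Activity was normalised to no-cell wells (complete cell-killing) and DMSO (no toxicity), and curves were fitted and classified.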
S2 tox: cell viability loss in ATXN counter-screen; AID 651635; 400,000 compounds, 0.49% hits; S2 cells (HEK-293 line with an ATXN2-luciferase reporter) viability, CellTiter-Fluor protease fluorescence, 24 h; Potency, µM (doses to about 56.7 µM), actives largely listed as cytotoxic; note: potency is the fitted concentration of half-maximal effect; nearly all actives have a fitted effect of over 40% in size
Nrf2 block: blocks Nrf2 signaling; A549 ARE-Fluc reporter, luciferase luminescence, 18-24 h; Potency, µM (series often up to 46 µM), inactives show at the top dose activity change, negative = inhibition, most hits filed as inhibitors; 360,000 compounds, 2.1% hits; note: potency is the fitted concentration of half-maximal effect; % is set by controls: 0 for no effect and ±100 for the full control effect; nearly all actives have a fitted effect of over 60% in size
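Two sequential reads on A549 ARE_Fluc cells exposed to compound for 18-24 h: a CellTiter-Fluor fluorescence read for viability, then a luciferase luminescence read for Nrf2/ARE activity.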
TGFb inhibitor: blocks TGF-b signaling. HepG2 CAGA-GFP TGF-b/SMAD3 reporter, GFP fluorescence, 18 h; TGF-beta stimulated, 500 pg/mL final. Potency, µM (top dose mostly 46.1 µM), inactives show at the top dose activity, negative = inhibition, actives largely listed as inhibitors. 410,000 compounds, 1.2% hits. AID 588855; note: potency is the fitted concentration of half-maximal effect; % is set by controls: 0 for no effect and ±100 for the full control effect; nearly all actives have a fitted effect of over 65% in size
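Cell-based qHTS in HEPG2 carrying a CAGA-GFP Smad reporter; compounds added before 500 pg/mL final TGF-beta, 18 h incubation at 37 degrees C, GFP fluorescence quantified per cell by imaging cytometry.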
ATXN2 expr inh: reduces ATXN2 reporter expression in HEK-293 cells; HEK-293 ATXN2-luciferase reporter, luminescence, 24 h; Potency, µM (doses to about 57 µM), for the others: at the top dose activity change, negative = inhibition, actives largely listed as inhibitors; 360,000 compounds, 0.72% hits; AID 1745845; note: potency is the fitted concentration of half-maximal effect; % is set by controls: 0 for no effect and ±100 for the full control effect; nearly all actives have a fitted effect of over 55% in size
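ATXN2-luciferase reporter cells (luciferase flanked by upstream and downstream ATXN2 gene portions) were treated 24 h at 37 °C with compounds at up to 57 uM. SteadyGlo luminescence gave expression; GF-AFC fluorescence gave viability.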
MCF10A rereplic: induces DNA re-replication in MCF 10a normal breast cells | Potency, µM (highest dose often 46.1 µM), inactives show at the top dose activity, positive = re-replication, most hits filed as activators | 350,000 compounds, 2.9% hits | MCF 10A DNA re-replication, Hoechst nuclear intensity, 48 h | AID 624296; note: potency is the fitted concentration of half-maximal effect; % of control where 0% means no effect; nearly all actives have a fitted effect of over 50% in size
The depositor's hits bear a star; i = inactive; ? = inconclusive; . = no result given; & = joins results of further samples; ! = a repeat was not active; [ ] = dose if it differs, or a comment. Unless noted, calls come from the whole dose curve; as a rule, active = well fitted curve in the direction sought with a large enough effect; inconclusive = small, poorly fitted or top-dose-only effect, or another doubt; inactive = no such curve, though single readings can be large; an effect the other way counts as inactive or inconclusive.

SMILES	A549 tox	IL-1B inflam inh	Nrf2 activator	HepG2 tox	S2 tox	Nrf2 block	TGFb inhibitor	ATXN2 expr inh	MCF10A rereplic
CCOC(=O)c1ccc(-c2ccc3c(=O)c4ccccc4n(C)c3c2)cc1F	-8%	45	-1.0%	1%	i	10%	13%	8%	5%
Cc1cc(C(=O)OC(C)C(=O)NC2CCCCC2C)c(C)o1 (stereo unspecified)	3%	6	-0.2%	0%	i	-1%	15%	6%	6%
Cc1ccc(/C=N/NC(=O)Cn2nc(C)c([N+](=O)[O-])c2C)o1	7%	3	0.3%	17%	i	-14%	-4%	38%	-4%
COc1cc(CN2CCCC(C(=O)c3ccccc3SC)C2)cc(OC)c1 (stereo unspecified)	?	39	0.0%	-16%	i	?	?	-20%	15%
NCCOc1ccccc1OCCN	-18%	-3	-0.5%	-15%	i	3%	0%	-24%	1%
CC(=O)N(/N=C1\Sc2ccccc2C1=O)c1ccc(C)cc1C	0%	-8	?	3%	i	3%	-1%	0%	10%
CCc1ccc(OCc2nc(-c3ccccn3)no2)c(Br)c1	1%	-5	-0.3%	-20%	i	?	9%	-6%	4%
C[C@H](NC(=O)c1[nH]cnc1C(=O)N[C@@H](C)CO)c1ccccc1	.	3	-0.3%	-4%	i	.	0%	11%	.
COC(=O)Cc1ccc(NC(=S)NCc2ccc(OC)cc2)cc1	0%	9	-0.3%	1%	i	-1%	2%	-20%[11.3 µM]	-3%
Cc1ccc(CN2CC(C(=O)N3CCN(S(=O)(=O)c4ccc(C(C)C)cc4)CC3)CC2=O)cc1 (stereo unspecified)	?	-27	1.6%	5%	i	?	?	4%	14%
CN(C)Cc1nc2ccccc2c(=O)n1Cc1nc(-c2cc3ccccc3o2)cs1	-17%	32	2.8%	-28%	?	?	-19%	?	7%
CN(C)N1C(N)=C(C#N)C(c2ccc(F)cc2)C2=C1CC(C)(C)CC2=O (stereo unspecified)	-1%	-5	0.5%	14%	i	-1%	0%	2%	8%
Nc1nc(NCc2cccc(Cl)c2)c2[nH]cnc2n1	3%&7%	.	.	-29%&3%	.	?	-20%&5%	.	.
O=C(CSc1ccccn1)c1ccc(F)cc1	-3%	-13	0.3%	6%	i	?	6%	46%[activator]	7%
CCOC(=O)c1ccc2c(c1)NCc1cccc(OC)c1O2	9%	3	-0.1%	0%	i	?	-21%	.	-2%
COC(=O)CSc1nc2ccc(C)cc2cc1C#N	0%	-3	3.9%	2%	i	7%	21%	8%	?
CC1=CC(C)(C)N(C(=O)c2ccccc2)c2ccccc21	3%	-11	0.0%	-5%	i	1%	?	1%	1%
O=C(CCS(=O)(=O)c1ccccc1)Nc1nc(-c2cccs2)cs1	1%	-74*	?	-61%	?	8%	?	-2%	?
Cn1c(=O)c2c(ncn2CC(=O)Nc2ccc(N3CCOCC3)cc2)n(C)c1=O	-1%	4	0.1%	-25%	i	-8%	8%	-4%	-2%
O=C(c1ccccc1[N+](=O)[O-])N1CCN(c2ccc(N3CCOCC3)nn2)CC1	-11%	12	0.2%	0%	i	0%	-1%	2%	2%
CN1C[C@@H]2C(c3ccccc3)C3(c4ccccc4)CC2(C3)[C@H]1c1ccccc1 (stereo partly specified)	-2%	3	0.5%	-14%	i	11%	-28%	-5%	-2%
O=C(NCCc1ccc2c(c1)OCCO2)c1cccc(S(=O)(=O)N2CCCC2)c1	0%	15	0.6%	13%	?	-13%	2%	.	1%
Cc1cc(=O)[nH]c(Nc2ccc(N(C)C)cc2)n1	0%	9	5.2%	6%	?	-15%	2%	.	-5%
COc1ccc(-c2sc3ccccc3c2/C=C/c2ccc(OC)c(OC)c2)cc1	13%	-6	1.3%	-14%	i	4%	-9%	-10%	?
Cc1cccc(S(=O)(=O)Nc2cccc3c2C(=O)c2ccccc2-3)c1	-29%	3	9.4%	-24%	i	18µM*	0%	-2%	?
Other structures
SMILES	A549 tox	IL-1B inflam inh	Nrf2 activator	HepG2 tox	S2 tox	Nrf2 block	TGFb inhibitor	ATXN2 expr inh	MCF10A rereplic
COc1ccc(-c2cc3ccc(O)c(CN4CCCCC4C)c3oc2=O)cc1OC (stereo unspecified)	?	.	-0.9%	7%	.	.	2%	9%	.
Cc1ccc(S(=O)(=O)NCCC(=O)Nc2cc(S(=O)(=O)N(C)C)ccc2C)cc1C	0%	25	-0.6%	-14%	i	7.3µM*	21%	-21%	-3%
COc1ccc(NC(=O)CSc2nc3ccsc3c(=O)n2CCC(=O)O)cc1	.	11	-0.2%	6%	?	.	-3%	.	.
COc1ccc(C(=O)Nc2ccccc2C(=O)N/N=C/c2ccccc2OC)cc1	0%	9	7.6%	-29%	i	?	20%	-4%	25%
Cc1c(N2C(=O)/C(=C3/C(=O)N(C)c4ccccc43)SC2=S)c(=O)n(-c2ccccc2)n1C	-1%	11	-1.0%	-12%	i	.	-12%	-6%	-3%
CCc1nnc(NC(=O)CSc2nc(C)cc(C)c2C#N)s1	?	16	2.2%	-15%	i	5%	4%	2%	?
Cc1nc2ccccc2n1CCc1nc2c3ccccc3nc(SCc3ccccc3F)n2n1	1%	.	0.4%	-3%	i	.	-2%	-4%	.
ClCCn1c(CCl)nc2ccc(Cl)cc21	.	20	-1.7%	5%	?	.	7%	.	.
O=C(COC(=O)CCOc1ccccc1)NCCc1ccccc1	30%	14	-0.4%	1%	i	18%	6%	8%	0%
CN(C(=S)NC(=O)c1ccc(F)cc1)C1CCCCC1	7%	-21	-0.3%	-7%	i	?	0%	-8%	6%
Cc1ccc(C(c2nnnn2C(C)(C)C)N(Cc2ccco2)Cc2cccs2)cc1 (stereo unspecified)	1%	-3	6.0%	-3%	i	?	?	?	21%
O=C(N/N=C/c1ccccc1O)c1ccncc1	-1%	110	-1.3%	-33%	?	?	-5%	3.5µM*!	?
Cc1cc(N2CCOCC2)nc2ccc(NC(=S)N3CCCCC3C)cc12 (stereo unspecified)	4%	-67*	11%	-2%	i	?	-18%	-20%	15µM*
Cc1ccc(OCc2ccc(C(=O)N3CCCC3)o2)cc1C	-1%	22	5.6%	5%	i	?	5%	8%	-11%
COc1ccc(Nc2nc(N3CCCC3)nc(N3CCCC3)n2)c(OC)c1	-16%	-22	-0.9%	-5%	i	-26%	?	-17%	27%
COc1ccccc1CN1C(=O)[C@@H]2C(CC(N)=O)NC3(C(=O)Nc4c3ccc(Cl)c4C)[C@@H]2C1=O (stereo partly specified)	1%	8	2.0%	-35%	i	0%	-4%	8%	3%
O=C(/C=C/NCc1cccnc1)c1ccc(-c2ccccc2)cc1	6%	-2	3.3%	6%	i	?	0%	2%	?
O=C(CCN1CCN(CCO)CC1)Nc1ccc(OCc2ccccc2)cc1	23%	-7	-0.4%	-27%	i	?	-10%	-3%	7%
CCN(CC)C(=O)c1sc(NC(=O)c2cccnc2)c(C(=O)OC)c1C	0%	22	-0.5%	3%	i	3%	1%	0%	-2%
COc1ccc(N2CCN(C(=O)C(CCSC)N=C3NS(=O)(=O)c4ccccc43)CC2)cc1 (stereo unspecified)	-10%	-4	-0.8%	-2%	i	4%	-3%	3%	-4%
Cc1ccc(NC(=S)NNC(=S)Nc2ccc(C)cc2C)cc1	3%	-25	0.2%	-26%	i	4%	-19%	0%	21%
COc1cccc(C(=O)O/N=C(\N)c2ccc([N+](=O)[O-])cc2)c1OC	-19%	-9	4.6%	-28%	i	-1%	?	12%	4%
Cc1ccccc1NC(=O)CCCn1nc(C)c2c(C)n(-c3ccccc3)nc2c1=O	1%	-1	0.1%	-16%	i	-8%	0%	.	1%
CN(Cc1ccccc1)c1nc2c(c(=O)[nH]c(=O)n2C)n1C	-3%	18	-0.6%	4%	i	-27%	2%	3%	-5%
OCCN1CCN(c2cc(C(F)(F)F)nc3ccccc23)CC1	-7%	2	0.3%	2%	i	6%	20%	0%	9%

3 entries already listed, sorted by their value in IL-1B inflam inh, largest number first.
Molecule | IL-1B inflam inh
COc1ccc(-c2sc3ccccc3c2/C=C/c2ccc(OC)c(OC)c2)cc1 | -6
COc1cccc(C(=O)O/N=C(\N)c2ccc([N+](=O)[O-])cc2)c1OC | -9
Cc1cc(N2CCOCC2)nc2ccc(NC(=S)N3CCCCC3C)cc12 (stereo unspecified) | -67*

(continued)
SMILES	A549 tox	IL-1B inflam inh	Nrf2 activator	HepG2 tox	S2 tox	Nrf2 block	TGFb inhibitor	ATXN2 expr inh	MCF10A rereplic
COc1cccc(OCc2ccc(Cl)cc2)c1C#N	2%	-2	17%	-29%	i	?	-6%	126%[activator]	27%
Cc1ccc(NC(=O)COC(=O)CCc2nc3ccccc3n2-c2ccccc2)c(C)c1	0%	0	0.3%	8%	i	17%	3%	1%	-5%
CCOc1ccc(N(CC(=O)Nc2ccccc2C(=O)N2CCOCC2)S(=O)(=O)c2ccc(F)cc2)cc1	-5%	11	-0.6%	-26%	i	-11%	-21%	4%	0%
COc1ccc2c(c1)CCc1c(C(=O)N3CCOCC3)noc1-2	-12%	-18	-0.4%	3%	i	20%	9%	18%	7%
Cn1cccc1/C=N/NC(=O)CSc1nc2ccccc2[nH]1	-7%	-5	-0.7%	-1%	i	2%	17%	21%	-3%
CCOc1ccccc1/C=C/C(=O)NCC(=O)N1CCC(N(C)C2CCCCC2C)CC1 (stereo unspecified)	0%	-17	-0.1%	-6%	i	-4%	-3%	-13%	12%

Structural class, those above containing a cyano group.
SMILES	A549 tox	IL-1B inflam inh	Nrf2 activator	HepG2 tox	S2 tox	Nrf2 block	TGFb inhibitor	ATXN2 expr inh	MCF10A rereplic
CN(C)N1C(N)=C(C#N)C(c2ccc(F)cc2)C2=C1CC(C)(C)CC2=O (stereo unspecified)	-1%	-5	0.5%	14%	i	-1%	0%	2%	8%
COC(=O)CSc1nc2ccc(C)cc2cc1C#N	0%	-3	3.9%	2%	i	7%	21%	8%	?
CCc1nnc(NC(=O)CSc2nc(C)cc(C)c2C#N)s1	?	16	2.2%	-15%	i	5%	4%	2%	?
COc1cccc(OCc2ccc(Cl)cc2)c1C#N	2%	-2	17%	-29%	i	?	-6%	126%[activator]	27%
